# Screening data from PubChem BioAssay.
# NSD2 HMT inh – blocks human histone methyltransferase NSD2; inhibition, % at 12.5 µM; O96028; 0.54% of 310,000 active; NSD2 peptide methylation, AlphaScreen, 120 min; in the data active = inhibition above about 50%
# Target sequence (O96028 whole entry, looked up): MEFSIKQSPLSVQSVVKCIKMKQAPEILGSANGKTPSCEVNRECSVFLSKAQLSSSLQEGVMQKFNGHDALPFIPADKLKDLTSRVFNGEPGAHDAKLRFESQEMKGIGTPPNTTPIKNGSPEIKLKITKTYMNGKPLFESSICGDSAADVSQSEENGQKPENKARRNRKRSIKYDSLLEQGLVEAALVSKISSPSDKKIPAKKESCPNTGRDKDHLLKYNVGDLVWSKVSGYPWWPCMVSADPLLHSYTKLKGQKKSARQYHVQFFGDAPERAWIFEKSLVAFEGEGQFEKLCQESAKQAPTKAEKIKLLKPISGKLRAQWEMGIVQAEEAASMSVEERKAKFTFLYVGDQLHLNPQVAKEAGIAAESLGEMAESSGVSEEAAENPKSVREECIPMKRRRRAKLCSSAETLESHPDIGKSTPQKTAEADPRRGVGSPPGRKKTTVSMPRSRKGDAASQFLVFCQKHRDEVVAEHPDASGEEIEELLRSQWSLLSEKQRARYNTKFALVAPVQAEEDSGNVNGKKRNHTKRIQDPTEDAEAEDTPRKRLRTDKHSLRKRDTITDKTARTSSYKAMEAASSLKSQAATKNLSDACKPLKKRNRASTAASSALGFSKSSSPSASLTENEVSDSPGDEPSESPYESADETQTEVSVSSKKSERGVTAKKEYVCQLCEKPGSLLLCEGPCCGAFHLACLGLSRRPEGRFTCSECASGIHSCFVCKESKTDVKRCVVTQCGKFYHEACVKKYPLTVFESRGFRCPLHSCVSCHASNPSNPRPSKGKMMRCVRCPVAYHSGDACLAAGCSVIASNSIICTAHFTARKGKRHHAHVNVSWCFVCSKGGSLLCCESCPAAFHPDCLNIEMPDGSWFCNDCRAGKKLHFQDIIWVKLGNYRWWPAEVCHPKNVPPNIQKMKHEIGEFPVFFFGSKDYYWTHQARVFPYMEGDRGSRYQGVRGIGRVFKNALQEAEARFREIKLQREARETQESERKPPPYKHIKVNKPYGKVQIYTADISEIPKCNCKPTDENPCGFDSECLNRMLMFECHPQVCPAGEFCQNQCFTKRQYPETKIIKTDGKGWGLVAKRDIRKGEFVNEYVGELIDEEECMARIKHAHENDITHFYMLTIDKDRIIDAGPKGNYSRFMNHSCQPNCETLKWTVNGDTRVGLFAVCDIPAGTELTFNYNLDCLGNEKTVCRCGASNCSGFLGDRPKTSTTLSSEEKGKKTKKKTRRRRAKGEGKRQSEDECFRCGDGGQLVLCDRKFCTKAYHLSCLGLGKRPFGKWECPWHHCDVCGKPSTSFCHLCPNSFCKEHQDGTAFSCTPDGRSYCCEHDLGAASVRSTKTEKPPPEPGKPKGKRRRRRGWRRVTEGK
# * marks the source's active call; other numbers are inactive results. Not all compounds are listed; the hit share may differ from the screen's.
SMILES,NSD2 HMT inh
COc1ccc(OC)c(NC(=O)c2ccccc2N(Cc2ccccc2)C(=O)C(C)Cl)c1 (stereo not drawn),7
CNc1ncnc2c1ncn2[C@H]1CN(Cc2cccnc2)C[C@@H](CO)O1,-3
Cc1cc(C)cc(CC(=O)N2CCC2(C)C(=O)NS(=O)(=O)c2ccccc2Cl)c1 (stereo not drawn),1
Cc1c(NC(=O)C2CCCN(S(=O)(=O)c3ccc(Br)s3)C2)c(=O)n(-c2ccccc2)n1C (stereo not drawn),-2
NC(CCc1ccccc1)c1csc(Nc2cnccn2)n1 (stereo not drawn),1
CCn1cc(CN2CCC(C(=O)Nc3ccc(Oc4ccccc4F)cc3)CC2)cn1,0
COc1cccc(Cn2cc(COC(=O)N3CCOCC3)nn2)c1,-1
COc1ccc([N+](=O)[O-])cc1N(CC(O)CN1C(=O)NC(C)(C)C1=O)S(=O)(=O)c1ccc(C)cc1 (stereo not drawn),8
COc1ccc(CCNC(=O)CSc2nc3ccsc3c(=O)n2Cc2ccccn2)cc1OC,-3
COc1ccc(NC(=O)c2cc(-c3cc(F)ccc3OC)n[nH]2)cc1OC,4
C=CCOc1cccn2c(N(C)C(=O)c3ccc(OC)cc3)c(CC)nc12,2
O=C(CNS(=O)(=O)c1ccccc1)N1CCN(c2ccccn2)CC1,-3
CC(C)C(=O)N1CCC1(C)C(=O)Nc1ccccc1OC(F)F (stereo not drawn),1
O=C(O)c1ccccc1-c1ccccc1C(=O)Nc1ccc2c(c1)oc(=O)c1ccccc12,0
O=C(CSc1nnc(-c2cccs2)n1Cc1ccco1)Nc1ccc(Oc2ccccc2)cc1,1
CS(=O)(=O)N1CCCCC1c1cc(C(=O)NCc2ccccc2)no1 (stereo not drawn),-2
Cc1ccccc1CNC(=O)c1ccc2sc([C@H]3C[C@H](O)[C@@H](CO)O3)nc2c1,0
Cc1nn(-c2ccccc2)c(C)c1NC(=O)COc1ccccc1C#N,-1
O=C(CCn1c(=O)c2cccn2c2cccnc21)NCCCN1CCN(c2ccc(F)cc2)CC1,1
O=C(Nc1ccc(F)cc1)Nc1nnc([C@H]2C[C@H](O)[C@@H](CO)O2)s1,-4
CSc1ncccc1C(=O)N1CCC1(C)C(=O)NC(C)C (stereo not drawn),-2
CCOC(=O)C1CCCN(S(=O)(=O)c2cc3c(cc2Br)CCN3C(=O)CC)C1 (stereo not drawn),-4
Cc1cccc(NS(=O)(=O)c2cc(NC(=O)CC(=O)c3ccc([N+](=O)[O-])cc3)ccc2C)c1,-1
CCOc1ccccc1-c1ccc2nccn2c1,1
CC1CCC2(CC1)CCC2NCc1ccc(Br)cc1 (stereo not drawn),-3
Cc1ccc(NC(=O)Cn2nnc(-c3ccccc3F)n2)c(C)c1,-5
Fc1ccc(Nc2cncc(-c3ccsc3)c2)cc1Cl,-4
CC1(C(=O)Nc2cccc3c2CCCC3)CCN1C(=O)C1(c2ccc(Cl)cc2)CC1 (stereo not drawn),-1
COc1ccccc1CNc1nc(Nc2cccc(-c3cnco3)c2)c2sccc2n1,-3
Cc1nc(C(F)(F)F)ccc1C(=O)N1CCC1(C)C(=O)NCc1cccs1 (stereo not drawn),-1
NC(c1csc(Nc2cc(NCCCO)ncn2)n1)c1ccccc1Cl (stereo not drawn),6
S=C1Nc2ccccc2CS1,1
O=C(OCC#CCSc1nnc(-c2cccc(F)c2)o1)c1ccc(F)cc1,-2
CC(C)CNc1ncnc2c1ncn2[C@H]1CN(Cc2ccc(C(=O)O)cc2)C[C@@H](CO)O1,-5
Cc1c(S(=O)(=O)c2ccccn2)c(N)n(Cc2cccc(Cl)c2)c1C,0
O=C(NCc1ccccc1Cl)c1ccc2nc([C@@H]3O[C@H](CO)[C@@H](O)[C@H]3O)[nH]c2c1,0
O=[N+]([O-])c1ccccc1S(=O)NCc1c(Cl)cccc1Cl (stereo not drawn),-1
CCNC(=O)C1(C)CCCN(C(=O)c2oc3ccccc3c2C)C1 (stereo not drawn),0
CN(C)c1ccc(CNc2nc3cc(-c4ccc(F)cc4)sc3c(=O)n2C)cc1,0
CC(=O)Nc1cccc(-c2ccnc3c2CC(C)(C(=O)NCc2ccccc2)O3)c1 (stereo not drawn),-3
O=[N+]([O-])c1nccn1CC(O)CCN1CCOCC1 (stereo not drawn),0
COc1cccc(C(C)(O)c2nc(-c3ccc(N(C)C)cc3)cs2)c1 (stereo not drawn),11
c1ccc(N=NN2CCOCC2)cc1,-2
Cn1c(NCCN2CCCC2)nc2cc(-c3ccccc3)sc2c1=O,1
COc1ccc(S(=O)(=O)N2CCC(C(=O)NCCC(=O)NCCc3cccc(F)c3)CC2)cc1,0
CCCC(=O)N1CCCC1(C)C(=O)Nc1ccc(-n2cncn2)cc1 (stereo not drawn),1
CC(C)(C)OC(=O)CC(S(=O)(=O)c1ccccc1)S(=O)(=O)c1ccccc1,-1
O=C(NCc1ccccc1)c1cc(C2CCCCN2S(=O)(=O)c2ccccc2)on1 (stereo not drawn),0
CN(C)C(=O)c1cccc(-c2cnc3sc(NCc4ccc5c(c4)OCO5)nn23)c1,-1
COC(=O)C1=C(C)N(Cc2ccc(C(F)(F)F)cc2)C(=NCc2cccc(C(F)(F)F)c2)NC1c1ccccc1C(F)(F)F (stereo not drawn),-1
Cc1noc(C)c1-c1ccc(C(=O)NCc2ccc(Cl)cc2)c2occc12,-3
Cc1ccc(-c2cnc(C(O)c3cccc(C)c3C)[nH]2)cc1 (stereo not drawn),1
O=C(Nc1ccc2c(c1)OCO2)c1cc(C2CCCN(C(=O)CCCc3ccccc3)C2)on1 (stereo not drawn),-4
Cc1c(C(=O)NCc2cccc(C(F)(F)F)c2)sc(=O)n1Cc1cccc(F)c1,-2
COc1ccc(OC)c(C(=O)CSc2nnc(SCc3cccc4ccccc34)s2)c1,0
Cc1cc(C)c(C2=NOC3c4ccccc4OCC23)c(C)c1 (stereo not drawn),-6
COCCNC(=O)C1(C)CCCN(C(=O)Cc2ccc3ccccc3c2)C1 (stereo not drawn),-3
COc1cccc(NC(=O)Nc2nnc([C@H]3C[C@H](O)[C@@H](CO)O3)s2)c1,1
O=C(Nc1cccc2c1CCCC2)c1cc(C2CCCCN2C(=O)CCCc2ccccc2)on1 (stereo not drawn),-9
Cn1cc(-c2coc3c(C(=O)NCc4cccs4)cccc23)cn1,1
# Following part:
SMILES,NSD2 HMT inh
COc1ccc(C(=O)N2CCCC(CO)C2)cc1OC1CCN(C(C)C)CC1 (stereo not drawn),1
CC1(C(=O)NS(=O)(=O)c2ccc(F)cc2F)CCN1C(=O)C1(c2ccc(Cl)cc2)CC1 (stereo not drawn),0
COCCn1c(SCC(=O)Nc2ccc(F)cc2F)nc2c(c1=O)SCC2,0
COc1ccc(OC)c(S(=O)(=O)N2CCC(C(=O)NCc3cccs3)CC2)c1,3
Cn1c(NC2=NC3(CCCC3)C3=C(CCCC3=O)N2)nc2ccccc21,-4
CC(C)(C)c1ccc(S(=O)(=O)N2CCCC(C(=O)NCc3ccco3)C2)cc1 (stereo not drawn),-4
CC(C)c1cc(C(C)C)c(S(=O)(=O)N2CCC(c3cn4ccccc4n3)CC2)c(C(C)C)c1,0
CC1CN(C(=O)COC(=O)/C=C/c2ccccc2)CC(C)O1 (stereo not drawn),61*
O=C(c1cccc(-c2cccc3nccn23)c1)N1CCOCC1,-2
O=c1[nH]cc(C=NNc2ccccc2)c(=O)[nH]1,2
O=C(Nc1ccc(F)cc1)OCc1cn(Cc2ccccc2Cl)nn1,-2
O=C(Nc1ccc(F)cc1F)C1CCCN1S(=O)(=O)c1cccnc1 (stereo not drawn),-3
Cc1ccccc1NC(=O)[C@@H]1CCCN1S(=O)(=O)c1cccc2cccnc12,-3
COCCC(=O)N1CCOCC1c1cc(C(=O)Nc2ccccc2)no1 (stereo not drawn),5
COc1cccc(Nc2nc(C(N)c3ccccc3)cs2)n1 (stereo not drawn),7
O=C(NCc1cccs1)C1CCN(S(=O)(=O)c2cccc3ccccc23)CC1,0
CCNC(=O)N(C)c1c(CC)nc2ccc(C(=O)N3CCN(C(C)=O)CC3)cn12,4
CCCNC(=O)c1cc(C2CCCCN2C(=O)CCCc2ccccc2)on1 (stereo not drawn),-3
COC(=O)c1cccc2c1C(=O)c1cc([N+](=O)[O-])ccc1-2,-2
ClCCn1c(CCl)nc2ccc(Cl)cc21,-2
COc1ccc(NC(=O)CSc2nc3ccsc3c(=O)n2CCC(=O)O)cc1,0
CSCCCNC(=O)Cn1nc(Cc2ccncc2)c2ccccc2c1=O,-6
Cc1ccc(-n2c(SCC(=O)Nc3ccc4c(c3)OCCO4)nnc2-c2ccccn2)cc1,-3
CCc1nc2c(OCc3ccccc3C(=O)OC)cccn2c1N(C)C(=O)c1cccs1,0
Nc1ncnc(N)c1NC(=O)c1ccccc1,1
CCOC(=O)C1(C)CCN1C(=O)c1cc(OC)ccc1Br (stereo not drawn),-2
Cc1cccc(C(=O)Nc2ccc(NC(=O)c3cccc(C)c3)cc2)c1,-2
Cc1cc(S(=O)(=O)Nc2ccc(C(=O)NCCN3CCOCC3)cc2)ccc1F,-5
CC1(C(=O)NS(=O)(=O)c2ccc(F)cc2F)CCN1C(=O)C1(c2ccc(Cl)cc2)CCC1 (stereo not drawn),1
CCn1c(SCC(=O)NC2CCCC2)nc2c(c1=O)SCC2,1
O=C(NCc1ccc(Cl)cc1)C1CCCN(c2ncccn2)C1 (stereo not drawn),3
CS(=O)(=O)c1ccc(-c2csc(C(O)(c3ccccc3)C(F)(F)F)n2)cc1 (stereo not drawn),-4
CCOc1ccc(NC(=O)CN(C)C(=O)CCc2nc3ccccc3c(=O)[nH]2)cc1OCC,-3
CCOC(=O)CC(S(=O)(=O)c1ccccc1)S(=O)(=O)c1ccccc1,-8
CC(=O)Nc1cc(-c2ccccc2CN(C)C)cn2c(-c3ccc(F)c(Cl)c3)cnc12,7
O=C(CNC(=O)N1CC(=O)Nc2ccccc21)Nc1ccc(Cl)cc1Cl,1
CC(C)c1ccc(CN2CCC2(C)C(=O)Nc2cccc(Oc3ccccc3)c2)cc1 (stereo not drawn),-2
Cc1cccc(C(O)c2cnc(C)n2Cc2ccccc2)c1 (stereo not drawn),-1
O=C(Nc1ccccc1)c1cc(C2CCCCN2S(=O)(=O)c2ccccc2)on1 (stereo not drawn),-3
CC1(C(=O)NS(=O)(=O)c2ccccc2)CCN1C(=O)Cc1ccccc1Cl (stereo not drawn),4
COc1ccccc1-c1nnc(NC(=O)CCS(=O)(=O)c2ccc(F)cc2)o1,2
CCCCNS(=O)(=O)c1cccc(NC(=O)[C@@H]2O[C@H](CO)[C@H](O)[C@H](O)[C@H]2O)c1,-2
O=C(O)CCN1C(=O)/C(=C/c2cccc(OCc3ccc(F)cc3)c2)SC1=S,-2
CN(C)S(=O)(=O)c1cccc(C(=O)N/N=C\c2ccc(-c3ccccn3)cc2)c1,2
CN(C)c1ccc(NC(=O)Nc2ccc3c(c2)c(=O)n(C)n3-c2ccccc2)cc1,9
CC1=CN2C(c3cccc([N+](=O)[O-])c3)=NON(c3ccc(C)cn3)C2C=C1 (stereo not drawn),0
CCCCC(=O)N(C)c1c(CC)nc2c(OCc3ccc(S(C)(=O)=O)cc3)cccn12,-1
COc1ccc(NC(=O)CN2CCC3(O)CCCCC3C2c2ccccc2OC)cc1 (stereo not drawn),0
CC1(C(=O)NS(=O)(=O)c2cccc(Cl)c2)CCN1C(=O)CC1CCCCC1 (stereo not drawn),0
COc1ccc(C(C)C)cc1-c1cncc(NC(C)=O)n1,3
COc1cccc(C(NC(C)=O)c2nc(-c3cccc(F)c3)cs2)c1 (stereo not drawn),3
O=C(Nc1ccc2c(c1)OCO2)C1Cc2c(-c3ccncc3)ccnc2O1 (stereo not drawn),2
O=C(NN=C/C=C/c1ccco1)c1cc(-c2ccc(Cl)cc2)n[nH]1,-2
CCCCN1CCN(C(=O)CSc2nc3cccnc3n2C)CC1,-2
CC(O)(c1ccc(F)c(F)c1)c1nc(-c2cccc(C#N)c2)cs1 (stereo not drawn),-13
Cc1cc(Cl)ccc1-c1cc2nc(NCCCN(C)C)n(C)c(=O)c2s1,1
CC(C)C[C@H](NC1(C(=O)NC2CCCCC2)CCCCC1)C(=O)NCC(c1ccccc1)c1ccccc1,-1
CC(C)c1ccc(NC2CCCN(C(=O)CN3CCCCC3=O)C2)cc1 (stereo not drawn),-9
CCc1nc2ccc(C(=O)N3CCN(S(=O)(=O)CC)CC3)cn2c1N(CC)CCOC,0
C=C(C)Cn1c2ccc(NC(=S)NCc3ccccc3F)cc2c(=O)n1C,-28

# Sorted by length of the SMILES (ascending): 14 of the compounds above.
SMILES,NSD2 HMT inh
CCCCN1CCN(C(=O)CSc2nc3cccnc3n2C)CC1,-2
CC(C)c1ccc(NC2CCCN(C(=O)CN3CCCCC3=O)C2)cc1 (stereo not drawn),-9
COc1cccc(C(NC(C)=O)c2nc(-c3cccc(F)c3)cs2)c1 (stereo not drawn),3
CC(O)(c1ccc(F)c(F)c1)c1nc(-c2cccc(C#N)c2)cs1 (stereo not drawn),-13
Cc1cc(Cl)ccc1-c1cc2nc(NCCCN(C)C)n(C)c(=O)c2s1,1
O=C(NN=C/C=C/c1ccco1)c1cc(-c2ccc(Cl)cc2)n[nH]1,-2
COc1ccccc1-c1nnc(NC(=O)CCS(=O)(=O)c2ccc(F)cc2)o1,2
O=C(O)CCN1C(=O)/C(=C/c2cccc(OCc3ccc(F)cc3)c2)SC1=S,-2
CCc1nc2ccc(C(=O)N3CCN(S(=O)(=O)CC)CC3)cn2c1N(CC)CCOC,0
CN(C)c1ccc(NC(=O)Nc2ccc3c(c2)c(=O)n(C)n3-c2ccccc2)cc1,9
CCCCC(=O)N(C)c1c(CC)nc2c(OCc3ccc(S(C)(=O)=O)cc3)cccn12,-1
CC1=CN2C(c3cccc([N+](=O)[O-])c3)=NON(c3ccc(C)cn3)C2C=C1 (stereo not drawn),0
CC(C)C[C@H](NC1(C(=O)NC2CCCCC2)CCCCC1)C(=O)NCC(c1ccccc1)c1ccccc1,-1
CCCCNS(=O)(=O)c1cccc(NC(=O)[C@@H]2O[C@H](CO)[C@H](O)[C@H](O)[C@H]2O)c1,-2
